# Source: PubChem BioAssay (several laboratories)
# Dynein transport: inhibitors of GR-EGFP nuclear translocation, primary screen, dynein cargo transport inhibitor project, imaging, high-content, 3617.4 mouse cells | test concentration mostly 20 µM; stimulated with dexamethasone, 1 µM; stronger effect = lower value | z-score, hits read low | 220,000 tested, 0.47% active;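 active = plate z-score of nuclear minus cytoplasmic receptor signal below a set negative limit, without overly bright fluorescence or cell loss, cut at about -3.5 in these data, passing the limit was not always enough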;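 also: z-score of nuclear minus cytoplasmic ring GR-EGFP intensity difference per well; some compounds called inactive have numbers as strong as hits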
#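 Buffer or medium: tet-free, stripped-serum medium; Also added: dexamethasone, 1.0 µM final; Technique: high-content fluorescence imaging after fixation; Times: 48 h induction, 1 h compound, 30 min dex at 37 °C; Read-out: per-cell GR-EGFP intensity, nucleus versus surrounding cytoplasmic ring, well-averaged.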
# Autophagy HCS: autophagy modulators in MEF cells, primary screen, imaging, high-content, MEF GFP-LC3. MEF GFP-LC3 puncta imaging; test concentration mostly 10 µM. AID 463193, 2010. calls only at 10 µM (by protocol). 190,000 tested, 0.98% active;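 active = percentage of spot-positive cells more than 3 SD above its plate mean, without a fluorescence outlier flag or 80% toxicity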;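 also: spot-positive cell cutoff set from DMSO-treated cells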
# Insulin prom up: insulin promoter activators in MIN6 cells, imaging, high-content screening, mouse beta cells; AID 1625, 2009; MIN6 insulin promoter-GFP reporter; stronger effect = higher value; z-score at 5 µM; 190,000 tested, 0.3% active;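 active = z-score above 3 at 5 µM with at least 500 cells counted in the well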
# P. falciparum M17LAP: P. falciparum M17LAP inhibitors, primary screen, biochemical, fluorogenic H-Leu-NHMec substrate, 1536-well (AID 1619) | Leucine aminopeptidase (Plasmodium falciparum (isolate 3D7)) | recombinant M17LAP, H-Leu-NHMec fluorogenic kinetic assay; higher % means a stronger effect | inhibition, % at 30 µM; hits with a dose series show IC50 in µM | 220,000 tested, 0.38% active;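 active = compound inhibiting the enzyme by more than half at any dose during confirmatory dose-response retesting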;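 also: plate controls were full reaction with DMSO carrier for no effect and no enzyme background for full effect; strong numbers were not always called active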
# Hep lipid drop: inhibitors of hepatocyte lipid droplet formation, primary screen, imaging, high-throughput imaging, BODIPY stain; AML12 mouse hepatocytes, oleate lipid droplets; inhibition, % at 6.5 µM; 240,000 tested, 0.4% active;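 active = lipid droplet intensity inhibited by at least 50%, with more than 500 cells counted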
#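 Assay system: AML12 hepatocytes (mouse) / Also added: 100 µM oleic acid challenge / Times: overnight treatment with compound plus oleate / Detection: high-content imaging of BODIPY-stained droplets and DAPI nuclei / Evaluation: % inhibition of lipid droplet signal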
# M1AAP inhibition: P. falciparum M1AAP inhibitors, biochemical, fluorogenic H-Leu-NHMec substrate, 1536-well (AID 1445); 220,000 tested, 0.42% active; recombinant M1AAP, H-Leu-NHMec fluorogenic kinetic assay; higher % means a stronger effect; one-dose inhibition, % at 30 µM; IC50 in µM for titrated hits; Aminopeptidase N (Plasmodium falciparum (isolate 3D7));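 active = primary inhibition above the hit cutoff, then over 50% inhibition at one or more dose response concentrations, cut at about 23% in these data, passing the limit was not always enough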;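 also: plate controls were DMSO full reaction for no effect and no enzyme background for full effect; strong numbers were not always called active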
# Yfh1-depleted yeast: enhancers of respiration in Yfh1-depleted yeast, dose response, Friedreich's ataxia, plus single-dose screen (AID 1465); fold induction at 50 µM; hits with a dose series show EC50 in µM; 220,000 tested, 0.074% active; S. cerevisiae Yfh1-off respiration, WST-1 reduction, 72 h; higher fold induction means a stronger effect;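 active = fold induction of absorbance versus untreated yeast above a set limit, then at least 30% activation at any dose in follow-up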;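 also: activators that raise dye reduction in frataxin-depleted yeast; strong numbers were not always called active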
# ER stress rescue: rescue of cells from ER stress-induced death, primary screen, 384-well, CSM14.1, thapsigargin, ATP luminescence (AID 1222); CSM14.1 thapsigargin-induced death rescue, ATP luminescence; higher % means a stronger effect; cellular ATP content (survival), % at 20 µM, or EC50 in µM where a hit was titrated; 190,000 tested, under 10 active;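 active = EC50 below 50 µM in the dose-response confirmation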;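 also: death triggered by thapsigargin at about 15 µM added after 2 h compound pretreatment; cell ATP read after overnight thapsigargin exposure of roughly 18 to 22 hours; normalized against plate controls of thapsigargin alone and 5% DMSO vehicle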
# MT stabilizer: microtubule stabilizers in HeLa cells, primary screen, imaging, high-content imaging; HeLa tubulin immunostaining HCS, 24 h; share of cells brighter than vehicle mean+2SD; 200,000 tested, 0.83% active; % tubulin-high responders, % at 10 µM;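 active = plate Z-score above 3 for both tubulin-high and condensed-nucleus cell shares, with cell loss under 80%, at 10 µM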;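 also: anti alpha tubulin signal scored within the nucleus-defined area of each cell; some results filed as inactive read as strong as hits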
# Dynein transport cytoplasmic EGFP: further read-out of Dynein transport, marked with its call; z-score; measured here: cytoplasmic GR-EGFP intensity; stronger effect = higher value
# Dynein transport nuclear GR-EGFP: recorded beside Dynein transport, whose call it bears; z-score; measured here: nuclear GR-EGFP intensity;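 lower value marks the stronger effect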
# Dynein transport cell count: further read-out of Dynein transport, marked with its call; z-score; measured here: cell count per field
# Insulin prom up cell count: second read-out of Insulin prom up, no call of its own (marks repeat the call); cell count; measured here: cytotoxicity, nuclei count;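 total cells summed across four imaged fields per well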
# Hep lipid drop cells 6.5 µM: second read-out of Hep lipid drop, no call of its own (marks repeat the call); cell count; measured here: cell count, cytotoxicity flag;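 cells counted across two imaged fields per well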
# MT stabilizer Hoechst-high %: recorded beside MT stabilizer, whose call it bears; % Hoechst-high responders; measured here: nuclear condensation Hoechst responders;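 share of cells brighter than vehicle mean plus two SD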
# MT stabilizer cytotoxicity %: also measured in MT stabilizer; calls as there; toxicity, %; measured here: cytotoxicity by cell density;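 0% = mean cell density of plate MIN control wells and 100% = no cells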
# Autophagy HCS cell loss 18 h: also measured in Autophagy HCS; calls as there; toxicity, %; measured here: cell loss, nuclei count;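 cell loss after 18 h compound exposure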
# Starred values were filed as active, the others as inactive; i = inactive; x = not tested or not shown.
SMILES,Dynein transport,Dynein transport cytoplasmic EGFP,Dynein transport nuclear GR-EGFP,Dynein transport cell count,Autophagy HCS,Autophagy HCS cell loss 18 h,Insulin prom up,Insulin prom up cell count,P. falciparum M17LAP,Hep lipid drop,Hep lipid drop cells 6.5 µM,M1AAP inhibition,Yfh1-depleted yeast,ER stress rescue,MT stabilizer,MT stabilizer Hoechst-high %,MT stabilizer cytotoxicity %
COc1ccc(S(=O)CC(=O)Nc2ccccc2Cl)cc1 (centres undefined),-0.377,-0.251,0.111,0.0475,i,20.2,x,x,-1.5%,1.4,709,-2.6%,i,-0.3%,4.8,1.9,4.8
O=C1N=c2ccccc2=C1c1sc(=S)n(NC(=O)c2ccccc2)c1O,1.09,-0.0956,0.988,-1.95,x,x,x,x,9.4%,13.2,762,11.2µM*,i,x,x,x,x
COCC(C)n1c(SCC(=O)NCCC2=CCCCC2)nc2ccccc2c1=O (centres undefined),-0.0484,-0.0273,0.68,0.732,i,-5.6,-1.23,959,-7.8%,-23.4,695,11.7%,i,3.0%,1.3,1.4,4.1
O=C(O)c1ccc(N2C(=O)c3cccnc3C2=O)cc1,1.06,-0.353,0.808,0.159,i,5.3,0.31,1307,2.2%,-11.2,652,6.5%,i,-0.3%,6.8,2.4,11.0
O=C(CSc1nnc(-c2cccs2)n1Cc1ccccc1)N1CCc2ccccc2C1,1.51,-0.263,1.1,-0.803,i,5.9,-1.6,925,5.6%,x,x,5.7%,i,-1.8%,4.8,1.2,1.7
Cc1ccc(CN2C(=O)CCC2C(=O)NCc2ccc(F)cc2)cc1 (centres undefined),0.399,-0.184,0.0229,0.289,i,-11.6,-0.15,1320,3.9%,x,x,5.5%,i,-1.4%,2.7,2.4,3.4
C=CCN1CC(c2nc3ccccc3n2Cc2ccccc2)CC1=O (centres undefined),0.828,-0.167,1.25,-0.304,i,2.8,-0.06,1060,-1.4%,x,x,-9.8%,i,-1.2%,2.9,2.5,10.8
O=C(Cc1n[nH]c(=O)c2ccccc12)OCC(=O)N(Cc1ccccc1)Cc1ccccc1,-0.259,-0.277,0.318,0.219,x,x,1.37,906,0.6%,4.7,715,-2.7%,i,x,x,x,x
CN(CC#CC(O)(c1ccccc1)c1ccccc1)C(C)(C)C,1.81,-0.274,0.869,-0.409,x,x,-0.72,1405,-6.6%,7.6,699,7.0%,i,x,x,x,x
CCN(CC)CCOC(=O)CCc1cccc2ccccc12,-0.133,-0.188,0.323,-0.757,i,-0.7,x,x,11.9%,13.5,666,1.9%,i,5.9%,4.5,1.7,3.0
Cc1ccc(Nc2nc3ccccc3c(=O)s2)cc1,0.455,-0.346,0.478,1.98,i,12.8,-0.24,1548,-3.2%,14.9,780,-10.4%,i,-1.3%,1.3,1.1,2.8
CC(C)C[C@H](NC(=O)c1nc[nH]c1C(=O)NC1CCN(C(=O)OC(C)(C)C)CC1)C(=O)OC(C)(C)C,1.22,-0.21,0.924,-1.52,i,-63.2,-0.41,1234,-5.5%,-32.9,721,63.9µM*,i,-2.0%,1.2,1.1,5.1
O=C(Nc1ccccn1)c1sc2cccc(F)c2c1Cl,0.76,-0.367,0.38,0.16,i,1.3,-0.12,1244,-3.8%,-13.2,708,3.7%,i,-3.3%,0.9,1.8,4.0
NC(=O)CSc1nnc(-c2ccc(O)cc2)n1Cc1ccco1,-1.17,-0.233,-1.08,0.694,i,-8.2,0.16,1123,4.2%,9.5,683,-0.2%,i,-1.2%,2.3,1.2,11.4
COc1ccc(NC(=O)CC2SC(N)=NC2=O)c([N+](=O)[O-])c1 (centres undefined),-0.132,-0.337,0.157,0.364,i,-6.4,-0.49,1538,14.8%,-8.4,724,1.7%,i,-0.5%,1.7,2.0,5.5
Cc1cc(Cl)ccc1NC(=S)NCCN1CCOCC1,0.888,-0.267,0.106,-0.576,i,-2.1,0.74,1271,-3.6%,3.7,635,-8.8%,i,-2.3%,2.2,1.6,0.5
Nc1nc(NCCCN2CCOCC2)nc(Nc2ccc(Cl)cc2)c1[N+](=O)[O-],-0.127,-0.267,0.513,0.201,x,x,0.14,1122,4.3%,-5.6,714,9.2%,i,x,x,x,x
Cc1csc(C(C#N)C(=O)c2ccc(S(=O)(=O)N3CCCC3)cc2)n1 (centres undefined),0.0277,-0.284,-0.121,0.166,i,2.3,-0.05,1315,39.5%,x,x,22.8%,i,-1.0%,4.5,2.2,2.6
CSc1ccccc1NC(=O)COC(=O)c1c[nH]c(=O)[nH]c1=O,0.743,-0.0884,0.471,-0.284,x,x,1.11,1036,-1.8%,12.4,690,-3.7%,i,x,x,x,x
Cc1cc(C)nc(NCC(O)CNc2ccccc2C)n1 (centres undefined),0.075,-0.229,0.28,1.04,i,7.2,0.05,1598,1.4%,x,x,6.0%,i,0.4%,3.1,1.4,2.2
O=C(Nc1cccc(-c2ccc3nncn3n2)c1)c1ccco1,-0.633,-0.192,-0.316,0.15,i,11.9,-0.73,1190,-0.3%,23.7,756,2.2%,i,-0.5%,1.4,2.0,0.3
O=C(/C=C/c1c(F)cccc1Cl)Nc1nc2ccccc2[nH]1,-0.533,-0.204,-0.389,0.122,i,-2.8,0.26,1436,9.3%,15.9,661,11.6%,i,0.4%,1.1,3.8,12.2
Oc1cccc(NC(=S)Nc2ccccc2)c1,-0.128,-0.767,0.121,-0.24,x,x,0.08,1068,-5.5%,-0.9,836,-0.5%,i,x,x,x,x
Cc1cc(C)n(C(=O)CN2C(=O)c3ccccc3C2=O)n1,-0.0707,-0.119,0.18,-0.223,i,-1.8,0.39,1760,3.8%,2.3,675,1.5%,i,-3.4%,5.9,2.1,8.4
CCOC(=O)c1sc(NC(=O)c2cccs2)cc1C,-1.28,-0.253,-0.565,1.71,i,3.1,0.91,1317,5.7%,7.2,732,-5.0%,i,-3.5%,3.8,3.1,5.7
O=C(COc1c(Br)cc(Br)c2cccnc12)N1CCCCC1,-0.0694,-0.362,0.304,0.377,i,12.7,-1.07,1196,4.5%,-27.7,755,4.3%,i,-0.5%,2.0,2.5,4.8
Cc1c(NC(=O)CCN2C(=O)c3ccccc3C2=O)c(=O)n(-c2ccccc2)n1C,-0.283,-0.176,-0.0665,0.41,i,-4.2,0.82,1252,-1.9%,x,x,1.6%,i,-0.6%,1.6,1.9,13.1
CC1=C(C(=O)OCc2ccccc2)C(c2ccc(C(C)(C)C)cc2)NC(=O)N1CCCCCC(=O)O (centres undefined),-0.045,-0.301,0.321,0.904,i,10.5,0.59,846,34.3%,15.4,787,12.4%,i,-1.1%,4.6,2.4,11.6
Nc1nc(-c2ccc(-c3ccccc3)cc2)cs1,-0.261,-0.26,-0.417,0.16,i,-10.3,x,x,10.7%,1.7,714,3.3%,i,-2.5%,1.0,1.2,5.9
CC(O)Cn1c(=O)c2c(nc(Br)n2Cc2ccccc2)n(C)c1=O (centres undefined),-0.632,-0.223,-0.267,0.779,i,-1.2,-0.27,1097,10.1%,4.2,746,1.9%,i,-1.4%,2.6,2.3,9.3
CCOC(=O)C1(Cc2cccc(OC)c2)CCN(Cc2ccc(OC)c(OC)c2)CC1,1.43,-0.334,-0.0893,0.303,i,3.0,-0.32,1473,2.3%,-5.3,720,-2.9%,i,0.6%,2.6,1.5,2.6
O=C(C1CCCCC1)N1CCN(S(=O)(=O)c2ccc(Br)cc2)CC1,-0.375,-0.217,-0.0515,0.265,i,-1.4,x,x,-0.2%,x,x,8.4%,i,-2.6%,1.8,1.9,8.7
CCOc1ccc2ccccc2c1/C=N/NC(=O)CC1(C)OCCCO1,-1.38,-0.185,-0.452,1.25,i,12.2,0.89,1311,21.4%,-2.2,548,5.1%,i,-0.7%,3.3,2.2,2.1
S=c1[nH]nc(CSCc2ccccc2Cl)n1C1CCCCC1,0.305,-0.307,0.856,-0.979,i,-7.7,-1.45,1531,2.3%,11.4,730,10.5%,i,-1.1%,3.5,1.9,13.7
Clc1nc(Cl)nc(N(c2ccccc2)c2ccccc2)n1,-0.417,-0.311,-0.48,0.975,i,-0.3,-0.29,1157,3.2%,0.4,634,1.7%,i,5.4%,1.1,3.2,5.9
CC1CCc2c(C(=O)NCC3CCCO3)csc2C1 (centres undefined),-0.602,-0.176,-0.051,-0.0992,i,-7.6,1.72,1068,10.5%,x,x,-0.5%,i,-3.2%,3.2,4.1,6.9
O=C(NCC1CCCO1)c1csc2c1CCCCC2 (centres undefined),0.805,0.0201,0.447,-1.22,i,6.0,1.11,1388,1.2%,x,x,5.9%,i,-1.4%,5.2,2.5,16.6
CC1CCN(c2c(NCC3CCC(C(=O)NCc4ccccc4)CC3)c(=O)c2=O)CC1 (centres undefined),-0.0136,-0.258,0.704,0.241,i,-10.2,0.74,1254,1.1%,10.0,725,3.7%,x,-3.3%,5.8,2.7,14.9
O=C(COC(=O)C1(c2ccc(Cl)cc2)CCCC1)NCc1ccco1,0.0506,-0.216,0.311,-1.51,i,1.8,-0.32,1284,-0.4%,-1.3,695,-0.2%,i,0.5%,3.1,3.8,5.5
